TLR9-MyD88 inh: inhibitors of TLR9-MyD88 association in cells, primary screen, cell-based, CHO, BLA complementation, fluorescence; inhibition, % at 4.98 µM; CCF4 FRET ratio; Toll-like receptor 9 (Homo sapiens) + Myeloid differentiation primary response protein …; 0.21% of 340,000 active; AID 504734, 2011;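 active = inhibition above the mean over all tested compounds plus 3 SD, cut at about 21% in these data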;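 note: 0% = DMSO only wells and 100% = clavulanate BLA inhibitor control wells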
NR2F2 inh: NR2F2 transcriptional activity inhibitors, primary screen, cell-based, luciferase reporter, HEK293T, luminescence | inhibition, % at 8.6 µM | AID 686940, 2013 | 0.7% of 370,000 active | HEK293T NGFI-A luciferase reporter | COUP transcription factor 2 (Homo sapiens), P24468;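 active = inhibition above a per-plate cutoff, mean inhibition of test wells between control levels plus 3 SD, cut at about 38% in these data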;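 note: cells cotransfected with COUP-TFII expression vector driving the NGFI-A reporter; 0% = median of COUP-TF2 test wells and 100% = reporter-only cells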
NR5A2 inv ag: LRH-1 (NR5A2) inverse agonists, primary screen, cell-based, luminescence, HEK293T, StAR-luciferase reporter | Nuclear receptor subfamily 5 group A member 2 (Homo sapiens), O00482 | LRH-1 transfected, 24 h | inhibition, % at 3.6 µM | 0.13% of 360,000 active | AID 602396, 2012;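 active = inhibition above the mean inhibition of all tested compounds plus 3 SD, cut at about 73% in these data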;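 note: 0% = DMSO wells and 100% = reporter-only cells lacking LRH-1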
TWEAK Fn14 block: inhibitors of TWEAK-Fn14 signaling, primary screen, luciferase reporter cells, uHTS; AID 1159606, 2016; inhibition, % at 10 µM; TWEAK-stimulated Fn14 reporter cells, luciferase luminescence, 8 h; 2% of 360,000 active; in the data active = inhibition above about 50%
TROY signal inh: inhibitors of TROY-driven NF-kB signaling, primary screen, Q293 LMP1-TROYcd cells, NF-kB luciferase, uHTS | Q293 LMP1-TROYcd NF-kB luciferase reporter, 4 h | inhibition, % at 10 µM | 0.98% of 360,000 active | AID 1347056, 2019;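 active = compounds whose plate-normalised and pattern-corrected inhibition of the luciferase reporter signal at the single screening dose is 50% or more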
C8 TRAIL sens: viability loss with TRAIL in NB7+C8 cells, primary screen, TRAIL sensitizer project, cell-based, ATPlite luminescence | inhibition (viability loss, TRAIL sensitization), % at 10 µM | 1% of 360,000 active;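 active = compounds causing at least 50% loss of cell viability in the single-dose screen, relative to plate controls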
NOD2 RIPK2 PPI: NOD2-RIPK2 binding disruptors in cells, primary screen, fluorescence, CHO cells, BLA complementation. CCF4 ratio. inhibition, % at 4.98 µM. 0.38% of 360,000 active; in the data active = inhibition above about 21%;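 note: 0% = vehicle only and 100% = reference blocker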
NCOA1 inh: SRC1 coactivator transcriptional activity inhibitors, primary screen, cell-based, luminescence; AID 588354, 2011; inhibition, % at 3.6 µM; Nuclear receptor coactivator 1 (Homo sapiens), Q15788; HEK293 GAL4-SRC1 luciferase reporter; 0.12% of 360,000 active;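 active = inhibition above the campaign mean plus 3 SD, with each screening campaign given its own cutoff, cut at about 60% in these data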;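 note: 0% = DMSO treated cells and 100% = gossypol at 36 µM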
Target sequence (Q15788 whole entry, looked up, the tested form may be a part): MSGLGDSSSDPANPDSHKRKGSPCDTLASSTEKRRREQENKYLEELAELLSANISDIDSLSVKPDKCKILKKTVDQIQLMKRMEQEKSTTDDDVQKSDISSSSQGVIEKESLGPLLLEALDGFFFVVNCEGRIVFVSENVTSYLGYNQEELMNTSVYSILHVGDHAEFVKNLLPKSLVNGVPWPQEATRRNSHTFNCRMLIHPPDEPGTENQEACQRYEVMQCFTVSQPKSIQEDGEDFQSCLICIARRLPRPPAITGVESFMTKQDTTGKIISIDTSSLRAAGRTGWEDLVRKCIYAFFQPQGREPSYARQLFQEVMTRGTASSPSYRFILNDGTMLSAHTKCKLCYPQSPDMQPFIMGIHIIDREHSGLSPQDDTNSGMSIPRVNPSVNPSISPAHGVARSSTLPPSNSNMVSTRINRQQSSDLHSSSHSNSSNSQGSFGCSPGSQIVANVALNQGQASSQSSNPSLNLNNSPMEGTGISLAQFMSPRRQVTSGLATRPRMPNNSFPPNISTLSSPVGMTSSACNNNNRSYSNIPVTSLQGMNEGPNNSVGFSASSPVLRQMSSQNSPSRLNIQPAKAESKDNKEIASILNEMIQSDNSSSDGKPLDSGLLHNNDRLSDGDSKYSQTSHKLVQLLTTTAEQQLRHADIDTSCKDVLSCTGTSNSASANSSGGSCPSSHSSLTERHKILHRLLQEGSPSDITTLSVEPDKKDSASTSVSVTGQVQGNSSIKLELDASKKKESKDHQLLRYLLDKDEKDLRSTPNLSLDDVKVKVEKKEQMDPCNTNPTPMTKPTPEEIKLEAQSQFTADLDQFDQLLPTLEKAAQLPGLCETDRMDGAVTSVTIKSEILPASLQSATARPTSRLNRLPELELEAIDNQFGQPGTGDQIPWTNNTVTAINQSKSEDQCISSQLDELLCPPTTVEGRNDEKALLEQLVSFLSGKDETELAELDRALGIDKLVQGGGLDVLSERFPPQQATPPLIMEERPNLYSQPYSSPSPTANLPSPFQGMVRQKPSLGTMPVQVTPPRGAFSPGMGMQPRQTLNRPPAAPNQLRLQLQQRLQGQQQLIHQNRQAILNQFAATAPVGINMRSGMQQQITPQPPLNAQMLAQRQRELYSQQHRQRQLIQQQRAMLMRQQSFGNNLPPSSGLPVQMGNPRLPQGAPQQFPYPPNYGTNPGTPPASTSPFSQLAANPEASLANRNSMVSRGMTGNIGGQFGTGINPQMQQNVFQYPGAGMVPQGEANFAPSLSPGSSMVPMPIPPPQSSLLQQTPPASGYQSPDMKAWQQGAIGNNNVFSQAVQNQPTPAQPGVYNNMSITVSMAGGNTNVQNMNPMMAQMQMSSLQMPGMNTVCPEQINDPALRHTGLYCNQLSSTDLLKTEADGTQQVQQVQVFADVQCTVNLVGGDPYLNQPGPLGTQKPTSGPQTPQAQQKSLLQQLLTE
NCOA3 inh: SRC3 coactivator transcriptional activity inhibitors, primary screen, cell-based, luminescence; HEK293 GAL4-SRC3 luciferase reporter; inhibition, % at 3.6 µM; 0.17% of 360,000 active;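 active = inhibition above a per-campaign cutoff, the mean of all compounds plus 3 SD, cut at about 60% in these data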;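 note: 0% = DMSO-treated cells and 100% = gossypol-treated cells at 36 µM; higher means less SRC3-driven luciferase light from the GAL4 reporter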
EBV LMP1 NFkB: EBV LMP1-driven NF-kappaB luciferase reporter inhibitors, primary screen, cell-based, luminescence, single point. LMP1-induced NF-kappaB luciferase reporter cells. inhibition, % at 12.5 µM. 0.69% of 350,000 active; in the data active = inhibition above about 41%;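 note: 0% = neutral control wells and 100% = reference inhibitor control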
SRC2 inh: inhibition of GAL4-SRC2 driven luciferase reporter, primary screen, SRC2 inhibitor project, cell-based, luminescence. Nuclear receptor coactivator 2 (Homo sapiens), Q15596. 0.17% of 370,000 active. HEK293 GAL4-SRC2 luciferase reporter. inhibition, % at 9 µM;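 active = inhibition above the mean inhibition of all tested compounds plus 3 SD, set per campaign, cut at about 52% in these data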;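 note: 0% = DMSO treated cells and 100% = cells given Gossypol at 36 µM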
An asterisk follows results filed as active; . = no result given.

SMILES | TLR9-MyD88 inh | NR2F2 inh | NR5A2 inv ag | TWEAK Fn14 block | TROY signal inh | C8 TRAIL sens | NOD2 RIPK2 PPI | NCOA1 inh | NCOA3 inh | EBV LMP1 NFkB | SRC2 inh
COc1ccc(S(=O)(=O)Nc2ccc3c(c2)C(=O)N([C@H](C)CO)C[C@H](C)[C@@H](CN(C)C(=O)NC2CCCCC2)O3)cc1 | 4 | 2 | -23 | -7 | 2 | -16 | -8 | -2 | -5 | -4 | -6
O=C(Nc1cccc(N2CCCC2)c1)c1cccs1 | -6 | 6 | 12 | -17 | 0 | 12 | -5 | 2 | -24 | 1 | -18
COc1ccccc1N(CC(=O)Nc1ccc(S(=O)(=O)N2CCCCC2)cc1)S(C)(=O)=O | -2 | -5 | -1 | 5 | -10 | -8 | -4 | -3 | 4 | 8 | 16
O=C(N/N=C(/c1ccccc1)c1ccncc1)c1ccc2c(c1)OCO2 | 0 | 14 | 1 | -25 | -26 | -4 | -5 | -23 | 18 | 9 | 9
COc1cc(C(=O)Nc2ccc3c(c2)C(=O)c2ccccc2C3=O)cc(OC)c1OC | -19 | 1 | 5 | -14 | -1 | -6 | -5 | -2 | 3 | 5 | -15
Cc1nonc1C(=O)N/N=C/c1ccc(O)c(O)c1 | -12 | -28 | -8 | -81 | -136 | 15 | -15 | -25 | -8 | -12 | 4
CC(CCc1ccc(O)cc1)NCCC(c1ccccc1)c1ccccc1 (stereo not drawn) | 19 | -3 | 2 | 8 | 2 | 5 | 18 | -1 | 1 | 1 | 6
CC(=O)N1c2ccccc2N(Cc2ccc([N+](=O)[O-])cc2)C(=O)C1(C)C | -11 | 8 | 2 | 11 | 11 | -5 | -4 | -18 | 17 | 3 | 19
O=c1c2cn[nH]c2[nH]c(=S)n1-c1ccccc1F | -4 | -7 | -5 | 5 | 9 | -2 | 0 | 3 | -4 | -8 | 6
CN(C)c1cc[n+](CC(=O)c2ccc(-c3ccccc3)cc2)cc1 | 3 | 52* | 86* | 40 | 26 | 26 | -10 | 35 | 57 | -15 | -3
CC1Cc2ccccc2N1Cc1nc2scc(-c3cccs3)c2c(=O)[nH]1 (stereo not drawn) | 2 | -8 | 0 | 15 | 38 | -2 | 2 | -8 | 14 | -3 | -38
CC1(C(=O)NCC2CC2)CCN1C(=O)C/C=C/c1ccccc1 (stereo not drawn) | . | -12 | 12 | 10 | -15 | -22 | 0 | 8 | 0 | . | -11
CCC(c1nc2ccccc2c(=O)n1-c1nc2ccccc2s1)N1C(=O)c2ccccc2C1=O (stereo not drawn) | 9 | 4 | 10 | 19 | -16 | -11 | 0 | 17 | 9 | -4 | -16
Cc1ccc(/C=N/N=C2/NC(=O)C(CC(=O)Nc3ccc(Cl)cc3)S2)o1 (stereo not drawn) | -6 | 0 | -13 | -23 | 8 | 10 | -10 | -5 | 0 | 6 | 1
NC(=S)NN=C1c2ccccc2-c2ccccc21 | 5 | 15 | 17 | -1 | -17 | 0 | 7 | -24 | 15 | -52 | 33
COc1ccc(NC(=O)C2CCN(C(=O)C3CC(=O)N(c4ccc(C)cc4)C3)CC2)c(OC)c1 (stereo not drawn) | -14 | 15 | -13 | -1 | -2 | 31 | -15 | 12 | 8 | 6 | -3
Cc1ccccc1-c1ccccc1N | 3 | -14 | -18 | -3 | 6 | 1 | -12 | 13 | -12 | 5 | 19
CSc1ncnc2c1ncn2CCCNCc1ccc2c(c1)OCO2 | 13 | 5 | 8 | 4 | -5 | -6 | -20 | -5 | -17 | 1 | 16
COc1ccc(C=O)cc1COc1ccc([N+](=O)[O-])c(C)c1 | -16 | 4 | -1 | -10 | -24 | 7 | -10 | 0 | -8 | 8 | -12
CCN(CC)c1ccc(NC(=O)CN2CCN(c3ccccn3)CC2)cc1 | -7 | 0 | 12 | 22 | 13 | 2 | -9 | 5 | -12 | 4 | -12
CCOC(=O)c1sc2nc(C)[nH]c(=O)c2c1C | 3 | -6 | -3 | 6 | -20 | -10 | -6 | -21 | 20 | -1 | -3
COC(=O)C1CCCN1S(=O)(=O)c1ccc([N+](=O)[O-])cc1 (stereo not drawn) | -4 | 0 | -7 | -4 | -1 | -7 | -10 | -2 | -6 | -1 | 9
CCc1ccc(CN2CCC(n3nccc3NC(=O)c3ccc4c(c3)OCO4)CC2)cc1 | -14 | 1 | -30 | -7 | -7 | 0 | -5 | 15 | -3 | 3 | 3
Nc1cc(-c2ccccc2)nn1Cc1ccccc1 | 8 | 10 | -1 | -19 | -5 | -2 | -7 | -17 | -21 | 0 | -13
Cc1ccc(NC(=S)N2CCCC2)cc1C | 4 | 2 | -20 | 10 | 28 | -12 | -7 | -8 | -22 | -6 | -27
CCOC(=O)CSC(C)C(=O)Nc1nnc(C(C)C)s1 (stereo not drawn) | -6 | -13 | -9 | 2 | 4 | 6 | -6 | 16 | 15 | -7 | -23
Cc1ccc(C)c(NC(=S)NNC(=O)c2csc(C(C)C)c2)c1 | 8 | -6 | -27 | -20 | -44 | -23 | -5 | -24 | -16 | -3 | -2
O=C(NCCS(=O)(=O)NCc1ccc(Cl)cc1)c1ccccc1 | -5 | 12 | -42 | 5 | 4 | -23 | 7 | -2 | 1 | -4 | 4
COc1cc(OC)cc(C(=O)N[C@H](C(=O)Nc2ccc(F)cc2F)C(C)C)c1 | -3 | 9 | -1 | 5 | -3 | 6 | -4 | 2 | 9 | 0 | -17
O=C1C[C@@H]2c3c(cccc3CN1Cc1ccccc1Cl)C[C@@H](O)[C@H]2O | -4 | -16 | -12 | -8 | 1 | 0 | -10 | -2 | 8 | -1 | -11
Cc1ccc(S(=O)(=O)Nc2ccc(C(=O)NCc3ccccn3)cc2)cc1 | -2 | 6 | 3 | 7 | -1 | -4 | -5 | -17 | 12 | 9 | -20
O=C(Nc1cccc(C(=O)N2CCN(Cc3ccccc3)CC2)c1)c1ccccc1 | -8 | -15 | -11 | -7 | 13 | 0 | 1 | -1 | 8 | 10 | 15
CSCc1c(C(=O)NC2CCCc3ccccc32)oc2ccccc12 (stereo not drawn) | 6 | 20 | -18 | 13 | -17 | 25 | 7 | -8 | -9 | -44 | -29
CC(C)(C)c1ccc(C(=O)CCC(=O)NCc2ccccc2)cc1 | -11 | -30 | 16 | -1 | 5 | 20 | 6 | -14 | 19 | 6 | 9
COc1ccc(NC(=O)CN2C(=O)CSc3ncccc32)cc1 | -2 | 1 | -21 | -24 | 2 | 3 | 0 | 7 | -23 | -6 | -21
NC(=O)c1cc2n(n1)C(C(F)(F)F)CC(c1ccco1)N2 (stereo not drawn) | -4 | 7 | 10 | 1 | 8 | -1 | -2 | -8 | 10 | -3 | 18
COc1ccc([C@H]2C[C@H](O)[C@@H](n3cc(-c4ccc(F)cc4)nn3)CN2Cc2cccs2)cc1 | 11 | -3 | 1 | 42 | 38 | 36 | 7 | 9 | 16 | 39 | 17
N#Cc1cccc(NC(=O)c2cc(C3CCCCN3C(=O)CCCc3ccccc3)on2)c1 (stereo not drawn) | . | 5 | -12 | 34 | 36 | -2 | 2 | -8 | 0 | . | -9
CC(C)N(Cc1ccccc1)C(=O)COC(=O)c1ccc(S(=O)(=O)N2CCOCC2)cc1 | 2 | -7 | 6 | 0 | 2 | -3 | 2 | -5 | -2 | -4 | -25
COc1ccc(S(=O)(=O)N(CC(=O)N/N=C/c2ccccc2C(=O)O)c2ccccc2OC)cc1 | 5 | 17 | -12 | 3 | 1 | -5 | -1 | 9 | 9 | 1 | 20
CC(C)(C)OC1NS(=O)(=O)OCC1NCOC(Cl)(Cl)Cl (stereo not drawn) | 6 | -9 | -6 | 14 | -3 | -4 | -2 | -8 | 0 | 2 | 3
CCN(Cc1ccccc1)C(=O)CN1C(=S)NC(C)(C)CC1C (stereo not drawn) | -8 | 9 | -4 | 3 | 1 | -7 | -3 | -18 | -6 | -6 | 8
O=C1C=C(NNC(=O)c2cccnc2)CC(c2ccco2)C1 (stereo not drawn) | 2 | 12 | -12 | 9 | -21 | -4 | 6 | -9 | -14 | -3 | -13
C=CCn1c(SCC(=O)Nc2cccc3ccccc23)nnc1-c1cnccn1 | 5 | 13 | -4 | 3 | 7 | -4 | -8 | 11 | 9 | -4 | -19
Cc1ccc(C2C(C(=O)c3cc4ccccc4o3)=C(O)C(=O)N2CCN2CCOCC2)cc1 (stereo not drawn) | -2 | -3 | 16 | 7 | -17 | 0 | -9 | -23 | -2 | 2 | -12

Ordered by value in NOD2 RIPK2 PPI (low to high): 3 of the compounds above.
compound,NOD2 RIPK2 PPI
COc1ccc(S(=O)(=O)N(CC(=O)N/N=C/c2ccccc2C(=O)O)c2ccccc2OC)cc1,-1
CC(C)N(Cc1ccccc1)C(=O)COC(=O)c1ccc(S(=O)(=O)N2CCOCC2)cc1,2
O=C1C=C(NNC(=O)c2cccnc2)CC(c2ccco2)C1 (stereo not drawn),6

Carrying on.
SMILES | TLR9-MyD88 inh | NR2F2 inh | NR5A2 inv ag | TWEAK Fn14 block | TROY signal inh | C8 TRAIL sens | NOD2 RIPK2 PPI | NCOA1 inh | NCOA3 inh | EBV LMP1 NFkB | SRC2 inh
COCCNC(=O)c1ccc(Cl)c(Cl)c1 | -3 | 4 | 10 | 6 | -3 | -10 | -2 | 16 | -16 | -4 | -13
CCOc1ccc(-n2c(Cc3cc(=O)[nH]c(=O)[nH]3)nnc2SC(C)C(=O)OC)cc1 (stereo not drawn) | 1 | -18 | -9 | -5 | -6 | -4 | 0 | -5 | 16 | -6 | -48
CN(C)c1cccc2c1c(NC(=O)Nc1ccc(F)cc1F)nn2C | -8 | -6 | -3 | -6 | -9 | 23 | 1 | -3 | -4 | 10 | 21
CCN(CC)S(=O)(=O)c1ccc(NS(=O)(=O)c2ccc(O)c([N+](=O)[O-])c2)cc1 | 10 | 1 | 18 | 24 | 17 | -8 | -14 | 2 | 10 | -1 | 24
CC(=O)N/C(=C/c1ccc2c(c1)OCO2)C(=O)NCC(=O)O | -4 | 4 | 13 | 6 | 11 | -2 | -9 | 9 | -4 | -8 | 1
Cc1cccc(C(=O)Nc2nnc(S(=O)(=O)N3CCC(C)CC3)s2)c1 | -9 | -20 | -13 | -17 | 6 | -12 | -1 | -18 | 14 | -4 | -40
O=[N+]([O-])c1ccc(-c2nnc(-c3ccccc3)c(N3CCOCC3)n2)cc1 | -8 | 0 | -8 | -34 | -23 | 0 | -2 | -5 | 11 | -3 | -23

In another format: results already given
SMILES	TLR9-MyD88 inh	NR2F2 inh	NR5A2 inv ag	TWEAK Fn14 block	TROY signal inh	C8 TRAIL sens	NOD2 RIPK2 PPI	NCOA1 inh	NCOA3 inh	EBV LMP1 NFkB	SRC2 inh
CC(=O)N/C(=C/c1ccc2c(c1)OCO2)C(=O)NCC(=O)O	-4	4	13	6	11	-2	-9	9	-4	-8	1
CN(C)c1cccc2c1c(NC(=O)Nc1ccc(F)cc1F)nn2C	-8	-6	-3	-6	-9	23	1	-3	-4	10	21

These rows are one share of the data (hit frequency here may not be typical).
